Coupling enz – inhibits coupling enzyme system, counter-screen for aldolase hits | AID 2472 | 290,000 compounds, 0.67% hits | activity change, negative = inhibition, % at 58.2 µM, hits read low | coupling enzyme system counterscreen, AmpLite Red fluorescence; in the data active means activity change below about -30%; further: on the % scale 0 is the no-effect control and ±100 the full control effect
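Final compound at 57.5 uM, incubated 10 min at RT with coupling enzyme reagent (glyceraldehyde-3-phosphate), then 20 min with substrate and AmpLite Red detection. Fluorescence read at 525/598 nm; tests interference with the coupling assay, not aldolase inhibition.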
FLuc modulator – inhibits or activates purified firefly luciferase, miR-21 counter-screen; P08659; purified FLuc, Km substrates, luminescence inhibition; Potency, µM (titrated, usually from 57.5 µM), without a hit: at the top dose activity change, negative = inhibition, hits mostly inhibitors; 360,000 compounds, 6.9% hits;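 further: potency means the concentration at half of the fitted maximal effect; plate controls were vehicle for no effect and reference inhibitor for full effect; nearly all actives have a fitted effect of over 55% in size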
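Purified P. pyralis luciferase, 10 nM final, with Km-level 10 uM D-luciferin and 10 uM ATP in 50 mM Tris acetate pH 7.5, 10 mM Mg acetate, 0.01% Tween-20, 0.05% BSA; 6-point qHTS titration about 60 µM downward; luminescence read.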
KCNH2 3.1 inh – inhibitors of human KCNH2 3.1 potassium channel isoform | U2OS KCNH2 3.1, thallium flux FluxOr; stronger effect = lower value | activity change, % (tested at about 1.8 µM) | 340,000 compounds, 0.95% hits;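 active means maximum activity change below -70%; inconclusive means maximum activity change from -70% to -50%; inactive means maximum activity change above -50%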;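 further: thallium influx rate constant from kinetic fluorescence after stimulation buffer; on the % scale 0 is the no-effect control and ±100 the full control effect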
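We transduce U2OS cells with the mutant 3.1 virus, culture them overnight, load FluxOr with Red40 quencher for 45 min, then add stimulation buffer and read kinetically for 2 min to derive a normalized rate constant.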
NPC1 prom act – activates the NPC1 promoter | 320,000 compounds, 2.4% hits | Potency, µM (highest dose often 9.22 µM), without a hit: at the top dose activation, hits mostly activators | Huh7 NPC1 promoter luciferase reporter, 24 h;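 further: potency means the concentration at half of the fitted maximal effect; % of control where 0% means no effect; nearly all actives have a fitted effect of over 60% in size; reporter is driven by a mutant NPC1 promoter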
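Cells: Huh7 expressing luciferase under the NPC1 promoter, 1500/well. Seeded 2 h, compound added, incubated 24 h at 37 °C. Luciferase reagent, 10 min ambient, then luminescence.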
uPA generation – inhibitors of cell surface uPA generation; cell surface uPA generation assay, qHTS; Potency, µM (doses to about 38.3 µM), without a hit: at the highest dose activity change, negative = inhibition, actives largely listed as inhibitors; 330,000 compounds, 0.31% hits; active means well fitted inhibition curve with a large enough effect; inconclusive means small, poorly fitted or top-dose-only effect; inactive means no such curve, though single readings can be large or run the other way; tested in mouse RAW 264.7 cells; further: potency means the concentration at half of the fitted maximal effect; on the % scale 0 is the no-effect control and ±100 the full control effect; nearly all actives have a fitted effect of over 55% in size
VP16 counter – counter-screen for ROR gamma inhibitors: Gal4-VP16 reporter | Drosophila S2 Gal4-VP16 UAS-luciferase, luminescence, 20 h | 310,000 compounds, 3.5% hits | Potency, µM (series often up to 53.6 µM), inactives show at the highest dose activity, negative = inhibition, most hits filed as inhibitors;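 further: Gal4-VP16 expression switched on by copper sulfate through the metallothionein promoter; potency means the concentration at half of the fitted maximal effect; on the % scale 0 is the no-effect control and ±100 the full control effect; nearly all actives have a fitted effect of over 50% in size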
Rab9 prom act – Rab9 promoter activation; Huh7 Rab9 promoter-luciferase reporter, luminescence, 24 h; Potency, µM (series often up to 9.22 µM), inactives show at the top dose activation, negative = inhibition, usual class: activators; 320,000 compounds, 2.8% hits; AID 485297; further: potency means the concentration at half of the fitted maximal effect; % of control where 0% means no effect; nearly all actives have a fitted effect of over 60% in size
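Rab9 promoter-driven luciferase in stably transfected Huh7 cells; 1500 cells/well rested 2 h, exposed to compound in DMSO for 24 h at 37 °C, 5% CO2. Luminescence read 10 min after adding luciferase reagent at ambient temperature.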
ELG1 genotoxic – inducers of genotoxicity in HEK293T ELG1-luciferase cells | AID 504466 | Potency, µM (series often up to 46 µM), inactives show top-dose activity change, positive = activation, usual class: activators | HEK293T ELG1-luciferase reporter, luminescence, 16 h | 330,000 compounds, 1.3% hits; further: potency means the concentration at half of the fitted maximal effect; % of control where 0% means no effect; nearly all actives have a fitted effect of over 60% in size
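Genotoxicity was scored as increased ELG1-luciferase reporter signal, measured by ONE-Glo luminescence (30 min, room temperature). Compound or vehicle exposure of the HEK293T reporter cells lasted 16 hr at 37°C.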
Giardia killer – kills Giardia lamblia; AID 540267; activity change, % at 7.66 µM, hits read low; Giardia lamblia trophozoite viability; 340,000 compounds, 0.15% hits; in the data active means activity change below about -80%; inconclusive means between about -30% and that limit;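 further: parasites exposed to compound for two days anaerobically before the ATP read; on the % scale 0 is the no-effect control and ±100 the full control effect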
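ATP-content bioluminescence gauges trophozoite survival. Cells (100/well) receive compound and incubate anaerobically for 48 hrs at 37 deg C; detection reagent follows for 15-30 min at room temperature.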
Tb PFK block – T. brucei PFK enzyme inhibition. O15648. T. brucei PFK, ADP-Glo luminescence. Potency, µM (titrated, usually from 57.5 µM), for the others: at the highest dose activity, negative = inhibition, usual class: inhibitors. 330,000 compounds, 0.17% hits. AID 485367;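 further: potency means the concentration at half of the fitted maximal effect; 0% = uninhibited 1x PFK enzyme wells and -100% = no-enzyme wells; nearly all actives have a fitted effect of over 60% in size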
Target sequence (O15648 whole entry, looked up): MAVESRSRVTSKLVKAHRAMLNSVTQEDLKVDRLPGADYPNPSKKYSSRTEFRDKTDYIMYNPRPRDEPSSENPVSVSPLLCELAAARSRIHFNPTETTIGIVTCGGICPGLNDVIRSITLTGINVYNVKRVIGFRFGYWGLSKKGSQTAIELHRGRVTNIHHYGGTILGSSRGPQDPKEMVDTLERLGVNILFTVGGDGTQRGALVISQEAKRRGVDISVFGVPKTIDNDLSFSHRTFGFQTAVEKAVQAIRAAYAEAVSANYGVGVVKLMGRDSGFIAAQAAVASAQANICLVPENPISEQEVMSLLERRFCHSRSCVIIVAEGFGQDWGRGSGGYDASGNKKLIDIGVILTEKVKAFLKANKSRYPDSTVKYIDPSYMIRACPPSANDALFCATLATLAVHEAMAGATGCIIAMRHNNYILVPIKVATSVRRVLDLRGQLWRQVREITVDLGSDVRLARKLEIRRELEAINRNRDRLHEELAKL
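Activity is normalized to no-enzyme wells (full inhibition) and 1.25 nM enzyme wells (no inhibition). Reaction: 0.5 mM F6P, 0.1 mM ATP, 45 min RT, ADP-Glo luminescence; concentration-response curves fitted and classed by quality.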
RORgamma inh – blocks mouse ROR gamma transcriptional activity. P51450. Drosophila S2 Gal4-RORgamma UAS-luciferase reporter, 20 h. Potency, µM (series often up to 53.6 µM), for inactives: top-dose activity change, negative = inhibition, actives largely listed as inhibitors. 310,000 compounds, 5.4% hits; further: potency means the concentration at half of the fitted maximal effect; on the % scale 0 is the no-effect control and ±100 the full control effect; nearly all actives have a fitted effect of over 60% in size
Target sequence (P51450 whole entry, looked up, the tested form may be a part): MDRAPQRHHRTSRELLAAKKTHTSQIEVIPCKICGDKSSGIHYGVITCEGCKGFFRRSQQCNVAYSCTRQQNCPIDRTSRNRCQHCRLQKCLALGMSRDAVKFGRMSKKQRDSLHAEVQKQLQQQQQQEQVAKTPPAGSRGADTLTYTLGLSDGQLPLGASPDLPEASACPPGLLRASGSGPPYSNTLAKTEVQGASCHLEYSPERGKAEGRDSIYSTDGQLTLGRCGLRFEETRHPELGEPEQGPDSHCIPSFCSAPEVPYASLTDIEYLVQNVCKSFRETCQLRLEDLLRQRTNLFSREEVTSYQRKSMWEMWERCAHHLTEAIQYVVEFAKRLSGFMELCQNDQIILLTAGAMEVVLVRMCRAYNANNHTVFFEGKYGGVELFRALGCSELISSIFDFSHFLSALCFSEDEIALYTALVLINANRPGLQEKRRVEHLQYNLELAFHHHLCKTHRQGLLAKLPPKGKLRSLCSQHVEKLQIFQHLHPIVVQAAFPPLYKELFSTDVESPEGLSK
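Stably transfected Drosophila Schneider cells are the test system, with ROR gamma fused to Gal4 and luciferase under UAS control; luminescence is read after 20 hr of 700 uM copper sulfate induction at ambient temperature.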
* = called active by the depositor; ? = inconclusive; . = not tested or not shown; & = joins results of further samples; [ ] = dose if it differs, or a comment. Unless noted, the call rests on the fitted dose curve; in most records, active means well fitted curve in the direction sought with a large enough effect; inconclusive means small, poorly fitted or top-dose-only effect, or another doubt; inactive means no such curve, though single readings can be large; an effect the other way counts as inactive or inconclusive.

SMILES | Coupling enz | FLuc modulator | KCNH2 3.1 inh | NPC1 prom act | uPA generation | VP16 counter | Rab9 prom act | ELG1 genotoxic | Giardia killer | Tb PFK block | RORgamma inh
CCCCNC(=O)C1CCC(CNS(=O)(=O)c2ccc(NC(C)=O)cc2)CC1 (stereo not given) | 2 | 2%&0% | 11 | -1% | 0% | -9% | 1% | -2% | -15 | 1% | -2%
COc1ccc2[nH]c(C(=O)Nc3cccc(C)n3)cc2c1 | 0 | 1.2µM* | 32 | 0.63µM* | -11% | ? | 0.5µM* | ? | -26 | -1% | -41%
Cc1c(NC(=S)N/C(=N/S(=O)(=O)c2ccc(Cl)cc2)c2ccccc2)c(=O)n(-c2ccccc2)n1C | 0 | 6% | 3 | -3% | 1% | -23% | 2% | 1% | 1 | -1% | 26%
O=C(OCC(=O)N1CCN(S(=O)(=O)c2ccccc2)CC1)C1CCC1 | . | . | 8 | . | 24% | . | . | 0% | -1 | -4% | .
O=C(COc1ccc2c3c(c(=O)oc2c1)CCC3)NC1CCN(Cc2ccccc2)CC1 | . | 3% | 8 | -3% | 3% | -8% | -13% | 4% | 17 | -3% | -11%
COc1ccc2[nH]c3c(c2c1)CCNC3(C)CCc1ccc(Cl)nc1 (stereo not given) | 1 | -3% | -23 | -2% | 17% | 0% | 0% | -1% | -5 | 1% | -14%
CCc1ccc(NC(=O)C2(c3ccccc3)CC2(Cl)Cl)cc1 (stereo not given) | . | -1% | -9 | -2% | -4% | 9% | -2% | -2% | 13 | -1% | 37%
CCN(CC(=O)NCc1ccc(F)cc1)Cc1cc(=O)n2ccsc2n1 | 1 | -2% | 11 | 1% | -1% | -1% | 6% | 4% | -21 | 2% | 6%
COC(=O)c1[nH]c2cc(C)ccc2c1NC(=O)CN1CCN(c2ccccc2OC)CC1 | 0 | -2% | -2 | -5% | -4% | -2%[0.365 µM] | -16% | -45%[inhibitor] | 11 | 1% | ?
CC(C)Cc1nnc(NC(=O)CCC(=O)N2CCN(C3CCCC3)CC2)s1 | . | 0% | -21 | -1% | 0% | -1% | 1% | 2% | -9 | 0% | -26%
Cc1ccc(Cn2c(N)c(S(=O)(=O)c3cccs3)c3nc4ccccc4nc32)cc1 | 0 | 11% | 1 | -6% | 3% | -11% | -6% | 2% | -10 | 10% | 3%
Cc1cccc(N2CCN(Cc3nc(C4CC4)no3)CC2)n1 | 0 | -3% | 11 | 2% | -6% | 5% | -1% | -1% | -12 | -1% | 1%
CC1(C)CC(=O)C(C=Nc2cc(C(=O)c3ccccc3)ccc2N)=C(O)C1 | -12 | -2% | 6 | -1% | -4% | ? | -4% | 0% | -15 | 10% | 7.9µM*
C[C@H](CO)N1C[C@H](C)[C@@H](CN(C)C(=O)Nc2ccccc2)Oc2ccc(NC(=O)Nc3ccc(C(F)(F)F)cc3)cc2C1=O | . | . | -7 | . | 0% | . | . | -6% | -4 | 0% | .
COc1cc(/C=C(\C#N)C(=O)NCCc2ccccc2)cc(OC)c1O | -3 | -15% | 18 | -4% | ? | -12% | -7% | 0% | -5 | 0% | 1%

The last 2 entries of the part before are carried over, then new ones follow:
SMILES | Coupling enz | FLuc modulator | KCNH2 3.1 inh | NPC1 prom act | uPA generation | VP16 counter | Rab9 prom act | ELG1 genotoxic | Giardia killer | Tb PFK block | RORgamma inh
C[C@H](CO)N1C[C@H](C)[C@@H](CN(C)C(=O)Nc2ccccc2)Oc2ccc(NC(=O)Nc3ccc(C(F)(F)F)cc3)cc2C1=O | . | . | -7 | . | 0% | . | . | -6% | -4 | 0% | .
COc1cc(/C=C(\C#N)C(=O)NCCc2ccccc2)cc(OC)c1O | -3 | -15% | 18 | -4% | ? | -12% | -7% | 0% | -5 | 0% | 1%
CCC(=O)N1c2ccccc2NC2=C(C(=O)CCC2)C1c1ccccc1 (stereo not given) | 0 | -1% | 5 | 0% | 1% | 2% | -3% | 1% | 22 | 2% | 10%
C1CCC(n2nnnc2CN2CCCC2)CC1 | 4 | 7% | -3 | -6% | 2% | 18% | 2% | 3% | 8 | 2% | -4%
O=C(Nc1ccnn1C1CCN(C/C=C/c2ccc(F)cc2)CC1)C1CCCC1 | 0 | 6% | -6 | -1% | 0% | 1% | -5% | -2% | -7 | -3% | -24%
O=C(CN1C(=O)CSc2ccc(S(=O)(=O)N3CCOCC3)cc21)N1CCCCC1 | 3 | 2% | 0 | -1% | -4% | 0% | 0% | 0%[9.26 µM] | 3 | -1% | -21%
CCOC(=O)C(NC(=O)c1ccccc1)(N1CCOCC1)C(F)(F)F (stereo not given) | 1 | 0% | -10 | 1% | 6% | -13% | 4% | 2% | 18 | -2% | ?
CC(=O)c1ccc(NC(=O)c2ccc(-n3cncn3)c([N+](=O)[O-])c2)cc1 | . | -4% | -26 | 1% | 2% | -10% | 1% | 2% | 14 | -4% | -17%
Cc1ccc(N(CC(O)CON=C2c3ccccc3-c3ccccc32)S(C)(=O)=O)cc1 (stereo not given) | 1 | -5% | -2 | . | -5% | 2% | . | . | 17 | . | 41%
Cc1csc(=O)n1CCC(=O)OCC(=O)c1ccc(Br)cc1 | . | 2% | 5 | -6% | -1% | . | -9% | 1% | 1 | -1% | .
CC(=O)N1CCN(C23CC4CC(CC(C4)C2)C3)CC1 | 2 | 4% | -2 | -1% | 13% | -1% | -2% | 7% | -2 | 4% | -27%
Cc1ccnc(NC(=O)CCC(=O)N(CC(=O)NC2CCCCC2)Cc2cccs2)c1 | -2 | -6% | 24 | -1% | 0% | 2% | -4% | -6% | 25 | 2% | 37%
COc1ccc(C)cc1NCc1cccc(OC)c1OC | 1 | 7% | 13 | 0% | . | 14% | -6% | -2% | -9 | -13% | 18µM*
CC(C)(C)c1ccc(OC(=O)Nc2ccc(O)c(C(=O)O)c2)cc1 | 10 | 1.2µM* | 3 | -1% | -28% | 1.3µM* | 3% | 6% | -5 | 24% | ?
Cc1c(Cl)cnc(NC(=O)COC(=O)c2ccc([N+](=O)[O-])s2)c1Cl | -11 | 0% | . | -3% | 1% | -5% | 0% | 3% | -10 | -11% | 35%
CCC(C)NC(=O)CCc1c(C)nc2c(c(C)nn2-c2ccccc2)c1C (stereo not given) | -3 | 4% | -4 | -10% | 6% | -4% | -1%[1.84 µM] | -8% | 10 | 4% | 1%
O=C(NC1CCCCC1)C1CCC(=O)N(Cc2cccc(C(F)(F)F)c2)C1 (stereo not given) | 5 | 1% | 4 | 3% | 4% | -1% | 5% | -7% | 9 | -2% | 23%
Cc1ccc(NC(=O)c2ccc(Cl)c(S(=O)(=O)Nc3c(C)n(C)n(-c4ccccc4)c3=O)c2)cc1Cl | . | -2% | ? | 7% | 2% | . | -3% | -7% | 4 | 7% | .
O=C(Nc1ccccc1)C1CC(=O)N(Cc2ccccc2)C1 (stereo not given) | 5 | -2% | 6 | 0% | 1% | 24% | 5% | 5% | 15 | 1% | 30%
COc1cc(CCC(=O)Nc2nnc(-c3cccnc3)s2)cc(OC)c1OC | 4 | -13% | -5 | 1% | 14% | -7% | 7% | 0% | 3 | -4% | 1%
O=C(CC(C(=O)O)P(=O)(c1ccccc1)c1ccccc1)c1ccccc1 (stereo not given) | 3 | 2% | 17 | -9% | 0% | -1% | -9% | 3% | 5 | 1% | 14%
Cc1ccsc1C(=O)Nc1cccc(-n2cnnn2)c1 | 0 | -1% | 7 | 1% | 10% | -3% | 3% | 1% | -22 | 8% | -10%
COc1ccc(NC(=O)c2cc(C)no2)cc1 | 1 | ? | -16 | 22% | 0% | 19% | 12%[1.84 µM] | 18% | -7 | 4% | 2%
CCCCn1c(N)c(N(CCC(C)C)C(=O)c2ccc(COc3ccccc3)o2)c(=O)[nH]c1=O | . | 0% | -3 | 4% | 4% | . | -8% | -3% | -1 | 12% | .
O=C(Cc1ccccc1)Nc1ccccc1C(=O)NCC1CCCO1 (stereo not given) | . | 1% | . | -4% | 0% | 2% | -2% | 2% | -5 | 1% | -2%
COc1ccc2cc(C3(C)NC(=O)NC3=O)ccc2c1 (stereo not given) | 1 | 3% | 4 | -3% | -5% | 2% | 21% | 3% | 20 | -2% | 12%

Marked active in Rab9 prom act, of those listed so far:
SMILES,uPA generation,Rab9 prom act,RORgamma inh
COc1ccc2[nH]c(C(=O)Nc3cccc(C)n3)cc2c1,-11%,0.5µM*,-41%

Hits appear at their usual frequency; any-hit rate near 14%.
